Assay outcomes from PubChem.
GLP1R ag: agonists of human GLP-1 receptor | P43220 | HEK293 GLP-1R CRE-luciferase, luminescence, 4-6 h; cells express a hypersensitive GLP-1R form | Potency, µM (titrated, usually from 45.6 µM), for inactives: at the highest dose activation, most hits filed as activators | 380,000 tested, 0.007% active | AID 624172; note: potency is the fitted concentration of half-maximal effect; % of control where 0% means no effect
Target sequence (P43220 whole entry, looked up): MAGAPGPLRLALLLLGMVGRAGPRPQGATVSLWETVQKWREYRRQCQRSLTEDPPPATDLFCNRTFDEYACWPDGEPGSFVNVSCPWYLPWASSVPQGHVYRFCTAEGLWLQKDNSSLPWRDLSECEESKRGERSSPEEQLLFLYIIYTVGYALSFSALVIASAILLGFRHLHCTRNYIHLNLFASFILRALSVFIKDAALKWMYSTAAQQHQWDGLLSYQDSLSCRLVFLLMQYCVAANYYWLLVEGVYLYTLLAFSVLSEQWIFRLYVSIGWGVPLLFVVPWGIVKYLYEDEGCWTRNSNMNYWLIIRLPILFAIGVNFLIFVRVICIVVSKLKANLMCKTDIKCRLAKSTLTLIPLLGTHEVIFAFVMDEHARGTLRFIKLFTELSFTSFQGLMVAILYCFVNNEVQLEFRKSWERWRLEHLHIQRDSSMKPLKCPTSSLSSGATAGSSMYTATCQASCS
DRD3 antagonist: D3 dopamine receptor (human) antagonism; P35462; 360,000 tested, 2.5% active; D3R cells, DiscoveRx beta-arrestin luminescence, antagonist mode; hits give low values; max response, negative = inhibition, %; in the data active = max response below about -50%; inconclusive = no clear call, values can overlap the other calls; note: % is set by controls: 0 for no effect and ±100 for the full control effect; mostly tested at two doses, the higher about 12 µM
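Cells plated overnight at 1500 cells/well, then exposed to library compounds with dopamine controls for 90 minutes at 37 degrees C. DiscoveRx reagent added for 30–60 minutes at room temperature; luminescence read, quantitative HTS format.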
GLP-1R inv ag: acts as inverse agonist at human GLP-1 receptor | P43220 | HEK293 GLP-1R CRE-luciferase, luminescence, 24 h; GLP-1R form is constitutively active | Potency, µM (titrated, usually from 38.3 µM), without a hit: at the highest dose activity change, negative = inhibition, actives largely listed as inhibitors | 410,000 tested, 1.6% active | AID 624417; note: potency is the fitted concentration of half-maximal effect; % is set by controls: 0 for no effect and ±100 for the full control effect; nearly all actives have a fitted effect of over 55% in size
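HEK293 cells stably co-expressing a cAMP-responsive luciferase reporter and constitutively active GLP-1R were seeded, incubated 12 h, then exposed to compounds for 24 h at 37 C. Luminescence was read 12 min after detection reagent; inverse agonists lower signal.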
TDP-43 yeast inh: rescues yeast growth from TDP-43 toxicity | TDP-43 expressing yeast growth rescue, BacTiter-Glo, 24 h | Potency, µM (top dose mostly 46.1 µM), for inactives: at the highest dose growth rescue (activation), most hits filed as activators | 410,000 tested, 1.8% active | AID 652104; note: potency is the fitted concentration of half-maximal effect; % of control where 0% means no effect; nearly all actives have a fitted effect of over 50% in size
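Readout is BacTiter-Glo luminescence of cell growth, so inhibitors register as activators. TDP-43-expressing yeast at OD600=0.02 in galactose medium, after raffinose pregrowth to mid-log, were incubated with compound for 24 hr at 30 deg C.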
PTHR1 agonist: agonists of human PTHR1 parathyroid hormone receptor; Q03431; HEK293 GP2 PTHR1 cells, GloSensor cAMP luminescence, 1 h; Potency, µM (doses to about 115 µM), for the others: at the top dose activation, usual class: activators; 410,000 tested, 0.075% active; note: potency is the fitted concentration of half-maximal effect; nearly all actives have a fitted effect of over 55% in size; some results filed as inactive show a strong effect at the top dose; inactives centre near -15; many of its hits are not listed in these tables
Target sequence (Q03431 whole entry, looked up): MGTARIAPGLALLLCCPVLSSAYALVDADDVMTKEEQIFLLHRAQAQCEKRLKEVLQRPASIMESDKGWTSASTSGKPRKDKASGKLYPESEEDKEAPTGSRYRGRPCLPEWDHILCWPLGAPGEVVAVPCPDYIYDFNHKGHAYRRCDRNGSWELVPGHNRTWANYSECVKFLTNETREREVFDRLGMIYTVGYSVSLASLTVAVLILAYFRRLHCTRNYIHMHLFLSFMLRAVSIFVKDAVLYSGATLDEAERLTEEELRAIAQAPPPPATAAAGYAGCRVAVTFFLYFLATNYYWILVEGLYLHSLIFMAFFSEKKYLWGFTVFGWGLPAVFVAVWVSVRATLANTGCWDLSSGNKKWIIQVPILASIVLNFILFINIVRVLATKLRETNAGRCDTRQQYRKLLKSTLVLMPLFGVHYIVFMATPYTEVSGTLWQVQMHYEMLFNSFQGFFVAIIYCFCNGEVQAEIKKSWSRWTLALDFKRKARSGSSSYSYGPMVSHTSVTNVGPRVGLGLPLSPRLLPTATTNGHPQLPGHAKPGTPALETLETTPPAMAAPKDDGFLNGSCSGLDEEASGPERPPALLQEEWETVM
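HEK-293-derived GP2 cells expressing PTHR1 and a GloSensor cAMP reporter, 3,000/well, plated overnight, given luciferin plus IBMX (each 0.5 mM as added) for 1 h at 37 °C, then compound for 1 h at 37 °C. Luminescence was read after 15 min at room temperature.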
pAkt inh: inhibitors of Akt phosphorylation; activity change, % for hits at 50 µM; 360,000 tested, 0.32% active; Neuro2A IGF-stimulated pAkt S473 HTRF, 20 min; hits give low values; in the data active = activity change below about -80%; inconclusive = mostly about -51% to -80%; note: % is set by controls: 0 for no effect and ±100 for the full control effect
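Neuro2A cells in DMEM with 0.5% FBS, overnight at 37 deg C, given compound at single 50 µM final, then IGF (6 nM final) for 20 min at 37 deg C. Lysed; phospho-Akt Ser473 by HTRF after 24 h, 665/615 ratio.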
Abeta yeast res: compounds reversing amyloid beta toxicity in yeast. 410,000 tested, 0.063% active. AID 1347071. yeast expressing A-beta42, growth rescue, OD600, 48 h; response scale: 0% DMSO, 100% iron-clioquinol control. Potency, µM (doses to about 46.1 µM), without a hit: at the highest dose growth rescue, hits mostly activators; note: potency is the fitted concentration of half-maximal effect; nearly all actives have a fitted effect of over 55% in size
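Yeast growth medium received pinned compounds, then yeast cells expressing toxic A-beta were added; plates incubated at 30 C for 48 hr. Growth read as absorbance at 600 nm, normalized to DMSO and equimolar FeCl3 plus clioquinol controls.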
aSyn rescue: rescues yeast growth from alpha-synuclein toxicity; AID 652106; Potency, µM (highest dose often 46.1 µM), without a hit: top-dose growth rescue (activation), usual class: activators; 370,000 tested, 0.14% active; Yeast expressing alpha-synuclein, growth rescue, BacTiter-Glo, 24 h; note: potency is the fitted concentration of half-maximal effect; % of control where 0% means no effect; nearly all actives have a fitted effect of over 65% in size
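Rescue of yeast growth: cells expressing toxic alpha-synuclein, induced in galactose at OD600 0.02, incubated with compound 24 h at 30 C. ATP luminescence quantified growth; inhibitors of toxicity appear as activators.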
FUS yeast rescue: rescues growth of FUS-expressing yeast | S. cerevisiae FUS-expressing, growth rescue, OD600, 24 h | 390,000 tested, 0.24% active | Potency, µM (doses to about 76.6 µM), for inactives: top-dose growth rescue (activation), most hits filed as activators;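 note: potency is the fitted concentration of half-maximal effect; plate controls were DMSO vehicle for no effect and reference control for full effect; nearly all actives have a fitted effect of over 55% in size; some results filed as inactive show a strong effect at the top dose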
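Yeast expressing FUS under galactose induction, OD 0.005 in 2% galactose medium; compounds in a dilution series, 24 h at 30C. Growth rescue by absorbance at 600 nm; CP55940 positive control, DMSO negative.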
An asterisk follows results filed as active; i = inactive; ? = inconclusive; / = not tested or not shown; [ ] = dose if it differs, or a comment. Unless noted, calls come from the whole dose curve; as a rule, active = well fitted curve in the direction sought with a large enough effect; inconclusive = small, poorly fitted or top-dose-only effect, or another doubt; inactive = no such curve, though single readings can be large; an effect the other way counts as inactive or inconclusive.

SMILES	GLP1R ag	DRD3 antagonist	GLP-1R inv ag	TDP-43 yeast inh	PTHR1 agonist	pAkt inh	Abeta yeast res	aSyn rescue	FUS yeast rescue
CCc1cccc(CC)c1-n1c(SCC(=O)N2CCCc3ccccc32)nc(O)cc1=O	-1%	-13	10µM*	-3%	-19%	i	-3%	-3%	?
CCN(CC(=O)Nc1ccccc1OC)C(=O)c1ccc(NS(=O)(=O)c2ccc(C(C)=O)cc2)cc1	-1%	8	13%	-21%	-12%	i	-8%	-12%	19%
CCCC(=O)Nc1ccc(C(=O)NCC2CCCO2)cc1 (stereo unspecified)	-12%	-6	0%	-5%	-15%	/	2%	/	0%
O=C(c1cc[n+]([O-])cc1)N1CCc2c([nH]c3ccccc23)C1c1ccccc1Cl (stereo unspecified)	12%	2	?	-14%	-2%	i	-17%	6%	22%
Cc1ccc2[nH]c(=O)c(COC(=O)c3ccccn3)cc2c1	2%	-7	3%	-4%	i	i	15%	-6%	-11%
CC(C)(CN1CCc2ccccc2C1)NS(=O)(=O)c1ccccc1	16%	?	?	-15%	-11%	i	-15%	-10%	9%
Brc1csc2ncccc12	-2%	-12	18%	-5%	i	i	2%	-4%	-15%
C/C(CC(=O)Nc1ccc(Cl)cc1)=N\NC(=O)C(=O)NCCO	3%	-29	-21%	?	i	i	12%	10%	19%
COC(=O)c1nnn(-c2nonc2N)c1CSc1nnc(C)s1	5%	6	8%	-4%	i	i	2%	1%	-8%
O=C(NCc1ccccc1)c1cccc2c(-c3cccnc3)coc12	25%	13	26%	?	-53%[inhibitor]	i	-12%	0%	-2%
Cc1cccc(CS(=O)(=O)Cc2ccc(C(=O)NCC3CCCO3)o2)c1 (stereo unspecified)	-28%	4	2%	-1%	i	i	5%	-1%	25%
COc1cc(C(=O)C(=O)N2CCN(c3ccccc3)CC2)cc(OC)c1OC	/	-3	?	0%	i	i	-4%	-7%	17%
Cc1cc(C)nc(SCC(=O)OC(C)C(=O)Nc2ccccc2)n1 (stereo unspecified)	0%	8	12%	-7%	i	i	8%	1%	0%
Cn1c(SCC(=O)Nc2nncs2)nnc1C1CC1	-2%	-22	2%	-5%	i	i	-1%	0%	-8%
Cc1ccc(NC(=O)/C(=C/c2ccco2)c2ccccc2)c(C)c1	1%	?	?	16%	-12%	-129%*	19%[9.22 µM]	2%	-42%

Arranged by the number under PTHR1 agonist (largest number first): three of the compounds above.
SMILES,GLP1R ag,DRD3 antagonist,PTHR1 agonist,pAkt inh,FUS yeast rescue
Cc1ccc(NC(=O)/C(=C/c2ccco2)c2ccccc2)c(C)c1,1%,?,-12%,-129%*,-42%
CCCC(=O)Nc1ccc(C(=O)NCC2CCCO2)cc1 (stereo unspecified),-12%,-6,-15%,/,0%
CCc1cccc(CC)c1-n1c(SCC(=O)N2CCCc3ccccc32)nc(O)cc1=O,-1%,-13,-19%,i,?

Remaining list, next part
SMILES	GLP1R ag	DRD3 antagonist	GLP-1R inv ag	TDP-43 yeast inh	PTHR1 agonist	pAkt inh	Abeta yeast res	aSyn rescue	FUS yeast rescue
COc1ccc(N2C(=S)N(C(=O)c3ccccc3)C(=Nc3ccccc3)C2=Nc2ccccc2)cc1	-11%	-5	?	?	-18%[57.5 µM]	i	-14%	-24%	28%
COc1cc(C(C2=C(O)CC(C)(C)CC2=O)C2C(=O)CC(C)(C)CC2=O)cc(OC)c1OC (stereo unspecified)	0%	11	-4%[7.66 µM]	13%[9.22 µM]	-9%	i	-15%	-13%	9%
CCCCCCCNC(=O)CC(NS(=O)(=O)c1ccc(NC(C)=O)cc1)C(C)C (stereo unspecified)	1%	-2	-8%	-9%	-24%	i	9%	-1%	/
CCC(CO)Oc1cc(NC(=O)c2ccc(Cl)cc2)c2ncn(C(C)C)c2c1 (stereo unspecified)	7%	-2	2%	25%	-14%	i	?	2%	-10%
COc1ccc(-c2ncncc2-c2csc(C)n2)c(O)c1	15%	-6	5%	-1%	-13%[57.5 µM]	i	-9%	-3%	8%
COc1cc(C(=O)NCC(=O)OCc2ccccc2Cl)cc(OC)c1OC	12%	42	6%	0%	-3%	i	4%	3%	-12%
CC(C(=O)Nc1nc(-c2ccc(F)cc2)cs1)N1C(=O)C2CC=CCC2C1=O (stereo unspecified)	0%	68	-9%	?	-48%[inhibitor]	i	7%	?	/
CCc1nn(CC(=O)NCCC(C)C)c(=O)c2cc3c(OC)cccc3n12	-3%	-3	4%	1%	-25%	i	-2%	-3%	-22%
Cc1ccc(NCCC(=O)c2ccccc2)cc1Cl	5%	13	-18%	23%[9.22 µM]	i	i	5%	8%	-10%
Nc1ccc(C(=O)OCC(=O)Nc2ccc3c(c2)OCO3)cc1[N+](=O)[O-]	0%	-15	23%	-4%	8%	i	-10%	-7%	/
Nc1c(N(Cc2ccco2)C(=O)COc2ccc(Cl)cc2)c(=O)[nH]c(=O)n1Cc1ccccc1	0%	-3	-2%	7%	-29%	i	-2%	0%	/
COc1ccc(NC(=O)CSc2nc(-c3cc(OC)c(OC)c(OC)c3)[nH]c2-c2ccc(F)cc2)cc1	/	/	?	16%	-70%[inhibitor]	/	-16%	/	?
c1ccc(CCc2ccncc2)cc1	13%	5	27%	-19%[1.82 µM]	i	i	7%	-1%	-3%
O=C(c1cc(Cl)cc(Cl)c1)N1CCC2CC1c1cc(-c3ccc4c(c3)OCO4)ccc12 (stereo unspecified)	-2%	51	4%	5%	-9%	i	-4%	-1%	18%
C=CCn1c(=O)c2c(nc3n2CCN3c2cccc(Cl)c2C)n(C)c1=O	0%	-6	-11%	?	-33%[inhibitor]	i	0%	0%	/
COc1cccc(CNC(=O)c2ccc(NC(=O)N3CCCCc4ccccc43)cc2)c1	/	/	?	22%	i	/	-4%	/	13%
O=C(c1ccc(S(=O)(=O)N2CCCCC2)cc1)c1nnc(-c2ccc(Cl)cc2)o1	-7%	2	1%	-2%	i	i	-9%	0%	/
Cc1ccc(S(=O)(=O)Nc2cccnc2)cc1C	-4%	16	2%	-2%	-36%[inhibitor]	i	26%	1%	1%
O=C(NCCc1ccc(Cl)cc1)c1ccc2nc(N3CCOCC3)sc2c1	11%	-7	-19%	7%	-12%	i	5%	0%	-12%
O=C(OCC(=O)N1CCCc2ccccc21)c1ccccc1OC(F)F	12%	4	?	10%	i	i	-4%	27%	28%
COc1ccc(NC(=O)n2nc(OC(=O)c3cccs3)cc2N)cc1	-7%	2	0%	?	i	i	1%	2%	-6%
CC(C)c1ccc(CN2CCN(C(=O)CSc3nnnn3C3CC3)CC2)cc1	5%	1	?	13%	-34%[inhibitor]	i	13%	3%	-1%
c1nnc(NC2=NCCCCC2)s1	-1%	-7	43%[activator]	-13%	-22%	i	-10%	-2%	2%
CC(C)CCN(C(=O)c1cc(=O)[nH]c2ccccc12)c1c(N)n(Cc2ccccc2)c(=O)[nH]c1=O	7%	-16	10%	8%	i	i	-21%	-14%	16%
CCOC(=O)C1(Cc2ccccc2C)CCCN(Cc2cc(OC)c(O)c(OC)c2)C1 (stereo unspecified)	9%	-1	-20%	12%	-20%	i	-5%	-5%	-11%
Cc1cccn2c(=O)c(/C=C(\C#N)C(=O)NCc3ccccc3)c(N3CCC(C(N)=O)CC3)nc12	6%	-2	11%	-19%	-10%	i	4%	-5%	2%
CCOc1ccc(N2CC(C(=O)Nc3ccccn3)CC2=O)cc1 (stereo unspecified)	2%	1	-21%	-21%[0.397 µM]	i	i	2%	0%	30%
CCCNS(=O)(=O)c1ccc(CCC(=O)NCc2ccc3c(c2)OCO3)cc1	0%	-12	?	-3%	i	i	1%	-8%	0%
C/C(=N\Nc1ncc(Cl)cc1Cl)c1ccc(OC(F)F)cc1	19%	11	?	14%	i	i	-2%	-9%	-2%
CC(C)(C)NC(=O)C(c1ccc(Cl)cc1)N(CCO)C(=O)c1snc(C(N)=O)c1N (stereo unspecified)	16%	0	-1%	7%	-28%	i	21%	-1%	9%
COc1ccc(CNc2nc3c(c(=O)[nH]c(=O)n3C)n2CCCc2ccccc2)cc1	22%	-13	18%	-15%	i	i	-14%	-8%	-8%
COc1ccc(C2(N3CCN(c4cc(C)ccc4C)CC3)C(=O)c3ccccc3C2=O)cc1	/	/	?	6%	i	/	3%	/	24%
CSc1nnc(-c2sc3cc(C(F)(F)F)cnc3c2-c2cccnc2)n1C	0%	-19	-11%	7%	i	i	-3%	3%	-5%
Cc1nc2ccc(S(=O)(=O)NCC(=O)N3CCc4ccccc4C3)cc2s1	4%	16	-10%	11%	-5%[57.5 µM]	i	-2%	4%	13%

In the list so far, these have an aryl thioether with sulfur outside any ring:
SMILES	GLP1R ag	DRD3 antagonist	GLP-1R inv ag	TDP-43 yeast inh	PTHR1 agonist	pAkt inh	Abeta yeast res	aSyn rescue	FUS yeast rescue
CCc1cccc(CC)c1-n1c(SCC(=O)N2CCCc3ccccc32)nc(O)cc1=O	-1%	-13	10µM*	-3%	-19%	i	-3%	-3%	?
COC(=O)c1nnn(-c2nonc2N)c1CSc1nnc(C)s1	5%	6	8%	-4%	i	i	2%	1%	-8%
Cc1cc(C)nc(SCC(=O)OC(C)C(=O)Nc2ccccc2)n1 (stereo unspecified)	0%	8	12%	-7%	i	i	8%	1%	0%
Cn1c(SCC(=O)Nc2nncs2)nnc1C1CC1	-2%	-22	2%	-5%	i	i	-1%	0%	-8%
COc1ccc(NC(=O)CSc2nc(-c3cc(OC)c(OC)c(OC)c3)[nH]c2-c2ccc(F)cc2)cc1	/	/	?	16%	-70%[inhibitor]	/	-16%	/	?
CC(C)c1ccc(CN2CCN(C(=O)CSc3nnnn3C3CC3)CC2)cc1	5%	1	?	13%	-34%[inhibitor]	i	13%	3%	-1%
CSc1nnc(-c2sc3cc(C(F)(F)F)cnc3c2-c2cccnc2)n1C	0%	-19	-11%	7%	i	i	-3%	3%	-5%

These rows are one share of the data; rates above refer to the full screens.
